Source: PubChem BioAssay
FN deposit inh: inhibitors of fibronectin matrix deposition, primary screen, AH1F cells, Alexa488-fibronectin fluorescence, plate reader; AH1F fibroblasts, overnight; inhibition, % at 12.6 µM; 350,000 compounds, 0.086% hits; AID 743247, 2014;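 active = mean inhibition across replicates of 30% or more, regardless of how many single replicates reach that level; inconclusive = mean under 30% yet at least half of replicates reach 30%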;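 also: positive control wells lacked labelled fibronectin entirely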
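Assay system: AH1F fibroblasts / Quantity: 10000 cells per well / Medium: DMEM plus 2% serum, read in PBS / Reagent: labelled fibronectin 24 nM / Dosing: single dose, pinned / Times: 1 h cell attachment, overnight exposure to compound and label / Signal: fluorescence, ex 485 nm, em 525 nm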
S100A4 inh HTS: inhibitors of S100A4-myosin IIA peptide binding, primary screen, biochemical, fluorescence polarization, TAMRA-MyoIIA peptide. Protein S100-A4 (Homo sapiens), P26447. inhibition, % at 10.7 µM. 360,000 compounds, 0.14% hits;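 active = mean inhibition of at least 70% across replicates, with every replicate also reaching that level; inconclusive = mean inhibition reaches 70% but some replicates fall short; inactive = mean inhibition below 70%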
Target sequence (P26447 whole entry, looked up): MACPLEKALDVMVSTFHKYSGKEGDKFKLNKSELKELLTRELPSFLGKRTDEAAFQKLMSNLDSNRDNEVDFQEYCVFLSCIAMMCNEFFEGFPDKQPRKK
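assay system = human S100A4 monomer with TAMRA-labelled myosin IIA peptide | also added = labelled myosin peptide probe, 5 nM | incubation = 5 min between mix addition and reading | control set = DMSO and TFP controls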
esBAF inh: Bmi1 luciferase reporter increase in mESCs, primary screen, esBAF inhibitor project, mouse ES cells, Bmi1 luciferase knock-in, single point; 24 h; 100% = twice the neutral-well signal; reporter increase, % at 12.5 µM; 350,000 compounds, 2% hits; in the data active = activation above about 40%; inconclusive = no clear call, values can overlap the other calls;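 also: 0% = median of the plate's neutral control wells and 100% = double that signal; a rise in the Bmi1 reporter signal indicates esBAF inhibition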
Casp6 inh: human caspase-6 inhibitors, primary screen, biochemical, VEID-R110 fluorescence, single point, set 2. P55212. purified caspase-6, Z-VEID-R110 cleavage fluorescence. inhibition, % at 12.5 µM. 350,000 compounds, 0.53% hits;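 active = mean inhibition across replicates at least about 35%, with every replicate also reaching that limit, limit read from the data; inconclusive = only one of the two criteria met; inactive = neither criterion met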;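 also: 0% = median of neutral control wells and 100% = no fluorescence left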
Target sequence (P55212 24-179 limits assumed): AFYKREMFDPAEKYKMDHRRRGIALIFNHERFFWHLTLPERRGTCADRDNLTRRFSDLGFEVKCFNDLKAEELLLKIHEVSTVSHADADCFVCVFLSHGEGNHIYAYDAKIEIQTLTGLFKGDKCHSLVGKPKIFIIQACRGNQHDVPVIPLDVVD
Target sequence (P55212 194-293 limits assumed): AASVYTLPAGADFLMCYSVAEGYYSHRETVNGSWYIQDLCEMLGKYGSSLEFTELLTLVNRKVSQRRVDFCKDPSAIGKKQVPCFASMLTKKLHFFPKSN
SIRT5 inh: SIRT5 desuccinylase inhibitors, primary screen, biochemical, fluorescence imaging, single point, set 5 | Purified SirT5, succinyl-peptide AMC, trypsin-coupled fluorescence | inhibition, % at 15 µM | 330,000 compounds, 1.1% hits | AID 652115, 2013; in the data active = inhibition above about 15%; inconclusive = no clear call, values can overlap the other calls
Target sequence (Q9NXA8 whole entry, looked up): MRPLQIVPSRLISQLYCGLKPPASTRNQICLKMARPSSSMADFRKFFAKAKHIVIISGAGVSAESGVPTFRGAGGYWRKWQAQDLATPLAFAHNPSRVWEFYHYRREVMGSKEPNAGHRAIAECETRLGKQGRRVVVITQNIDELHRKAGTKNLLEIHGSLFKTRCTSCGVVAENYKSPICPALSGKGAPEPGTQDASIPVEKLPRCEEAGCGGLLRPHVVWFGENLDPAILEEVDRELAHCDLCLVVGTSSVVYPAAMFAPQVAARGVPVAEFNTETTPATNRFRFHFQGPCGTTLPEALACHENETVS
LGR2 antag: inhibitors of bursicon-induced LGR2 CRE-luciferase signal, primary screen, cell-based, HEK293, CRE-luciferase reporter, bursicon stimulation | bursicon-stimulated, 4 h | Drosophila bursicon receptor LGR2 (rickets) | AID 720647, 2013 | inhibition, % at 9.99 µM | 380,000 compounds, 0.35% hits;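 active = drop in luminescence signal, shown as inhibition above about 50% in the replicate tests, limit read from the data, passing the limit was not always enough; inconclusive = probably only some replicates passing the limit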;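 also: agonist challenge used bursicon conditioned medium at about half maximal strength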
C2C12 statin: suppressors of statin myotoxicity in C2C12 myotubes, primary screen, cell-based, single point, plate reader; C2C12 myotubes + simvastatin, ATP luminescence, 48 h; scaled: DMSO 0, geranylgeraniol control 100; rescue of ATP level, % at 7.49 µM; 330,000 compounds, 0.78% hits; AID 602340, 2012;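 active = mean ATP rescue above about 67%, or every replicate alone reaching that limit, limit read from the data, passing the limit was not always enough; inconclusive = no clear call, values can overlap the other calls; inactive = mean under the limit and some replicate under it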;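 also: myotubes were challenged with 10 µM simvastatin during compound exposure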
Starred values were filed as active, the others as inactive; ? = inconclusive; . = not tested or not shown. A portion of the library; the hit share may differ from the screen's.

SMILES	FN deposit inh	S100A4 inh HTS	esBAF inh	Casp6 inh	SIRT5 inh	LGR2 antag	C2C12 statin
COc1ccc(-c2nnc(SCCC(=O)O)n2-c2ccccc2)cc1OC	.	-10.2	.	0.2	15.0*	-0.9	.
COC(=O)C1=C(C)N(C)C(=O)NC1c1cc(Cl)c(O)c(OC)c1 (configuration not stated)	.	3.8	2.5	1.0	1.1	3.3	10.5
COc1ccc2nc3ccccc3nc2c1NC(=O)c1ccc(Br)cc1	2.2	3.8	.	-0.6	1.7	.	.
COc1ccc(CC(CC(=O)O)C(=O)Nc2ccccc2)cc1 (configuration not stated)	1.7	.	-1.6	.	.	.	6.1
Cc1ccc(NC(=O)C2COc3ccccc3O2)cc1S(=O)(=O)N1CCOCC1 (configuration not stated)	-0.8	-9.3	5.0	-1.0	-1.7	5.9	-13.8
COc1ccc(C(C)=O)cc1CS(=O)(=O)CC(=O)O	8.3	1.5	.	-1.8	4.9	-3.3	.
CC(=O)Nc1cccc(-c2csc(C(C)(O)c3cccc(F)c3)n2)c1 (configuration not stated)	2.7	-2.9	-3.0	-0.7	-1.1	-12.5	6.6
CC(=O)C[C@H]1c2cc(C(F)(F)F)ccc2S(=O)(=O)N1c1ccccc1	15.8	3.5	-4.3	0.4	0.1	-14.2	11.1
OC[C@@H](O)[C@@H](O)[C@H](O)[C@H](O)CO	6.5	8.8	1.0	34.0	0.5	.	1.8
Cc1ccccc1N(CC(=O)NC1CCCCC1)C(=O)CCCC(=O)Nc1ccccn1	-7.3	-10.7	-4.9	0.6	-5.1	6.1	1.5
O=C(CSc1n[nH]c(-c2ccncc2)n1)Nc1ccc(Cl)c(Cl)c1	-1.2	8.0	-0.6	1.6	3.3	3.5	-13.3
O=S(=O)(c1ccc(F)cc1)N1C[C@H]2[C@@H](c3ccccc31)[C@@H](CO)N2Cc1ccccc1Cl	4.8	2.0	5.1	0.7	1.3	-8.4	33.3
O=C(c1cccc(F)c1)N1CC[C@@H]2[C@H](CO)Nc3ccc(C#Cc4cccc(F)c4)cc3[C@@H]21	2.4	-10.8	5.2	-0.6	3.1	-9.8	-47.8
CCOC(=O)c1cnc2c(C#N)c(C)nn2c1-c1ccccc1	-0.5	-2.9	-0.2	-4.8	3.1	.	-5.7
CC1CN(C(=O)c2cc(S(=O)(=O)N(C)c3ccc(F)cc3)ccc2Cl)CC(C)O1 (configuration not stated)	.	-1.5	-8.8	1.6	-0.4	8.3	-4.7
O=C(NNC(=O)c1nc(Cl)ccc1Cl)c1ccc(F)cc1	.	-1.9	.	1.4	-1.3	-3.0	.
COc1ccc2nc(NN=C(C)c3ccccn3)cc(C)c2c1	9.4	-16.5	.	-6.1	-1.8	.	.
C[C@H]1CCCCO[C@H](CN(C)C(=O)Nc2ccc(F)cc2)[C@@H](C)CN([C@@H](C)CO)C(=O)c2cc(NS(=O)(=O)c3cn(C)cn3)ccc2O1	-3.3	19.0	10.9	3.9	0.4	-3.2	.
CC(C)n1c(SCC(=O)Nc2ccc(N3CCOCC3)cc2)nnc1-c1ccco1	-2.6	-1.7	5.6	4.7	-1.9	-8.4	1.6
CC(=O)NC(C)(c1ccccc1)c1nc(-c2cccc(C#N)c2)cs1 (configuration not stated)	3.7	-4.0	-4.3	-1.4	2.0	-8.6	2.3
CCc1ccc(NC(=O)c2ccccc2SC)cc1	.	5.7	?	-1.5	-1.7	-46.4	5.3
C[C@H]1CCCCO[C@H](CN(C)C(=O)Nc2ccccc2)[C@@H](C)CN([C@@H](C)CO)C(=O)c2cc(NC(=O)C3CCCCC3)ccc2O1	6.3	1.2	-6.7	0.1	4.1	17.1	.
CCc1ccc(NC(=O)CSc2nnc(Cn3c(=O)sc4ccccc43)n2C)cc1	-12.4	-1.8	-1.8	-1.3	1.4	6.8	-0.9
O=C(CCCN1C(=O)CCC1=O)Nc1ccc2c(c1)OCO2	.	.	-4.0	.	.	3.3	8.0
CCCNC(=O)[C@@H]1[C@@H](CO)[C@@H]2Cn3c(ccc(/C=C/c4ccccc4)c3=O)[C@@H]2N1CC1CC1	10.7	-6.4	3.0	-0.8	-49.7	16.4	22.9
Other entries:
SMILES	FN deposit inh	S100A4 inh HTS	esBAF inh	Casp6 inh	SIRT5 inh	LGR2 antag	C2C12 statin
Cc1ccc(-c2csc(C(O)c3ccc(F)cc3)n2)cc1C (configuration not stated)	3.2	-0.3	23.7	4.8	0.1	-72.9	22.2
Cc1ccc2nc(NC(=O)CSc3nc(=O)n(CCCN(C)C)c4c3CCC4)sc2c1	-6.2	-1.0	.	-28.2	-0.4	-27.5	13.9
CCCNC(=O)N1CC2(CCN(CC3CCCC3)CC2)c2c([nH]c3cc(OC)ccc23)[C@H]1CO	.	2.8	.	1.0	2.4	0.5	.
O=C(COC(=O)c1cc([N+](=O)[O-])ccc1N1CCCC1)Nc1ccccc1OC(F)F	6.7	-6.8	-6.5	0.7	2.7	-11.4	1.4
CC=Cc1ccc2n(c1=O)C[C@@H]1[C@@H](CO)[C@H](C(=O)NCC)[C@H]2N1C(=O)c1ccc(F)cc1 (mixture of isomers)	.	-6.1	-3.0	-1.6	-14.1	-7.4	-12.4
CC(CC(=O)O)n1nnc2ccccc21 (configuration not stated)	-19.3	-1.7	.	-5.7	-1.3	-7.0	.
Cc1ccc(-c2cc(C(F)F)n3ncc(C(=O)N4CCCCC4c4cccnc4)c3n2)cc1 (configuration not stated)	-4.5	-3.6	.	-0.4	-0.5	-4.4	.
C[C@@H](C(=O)NCCc1c[nH]c2ccccc12)[C@H]1C[C@]1(C)[C@H](NC(=O)OCc1ccccc1)c1ccccc1	6.5	-2.8	2.3	2.8	.	5.5	-2.2
COc1ccc(CNCCSc2nnnn2C)c(OC)c1OC	.	-15.3	.	-1.1	.	13.4	.
CCc1ccc(N=C2NC(=O)/C(=C/c3ccc(OCC(=O)O)c(OC)c3)S2)cc1	-9.3	-0.9	4.3	3.3	-0.2	2.8	0.9
Cc1ccc(CNC(=O)C2CCC(=O)N(CCc3ccc(Cl)cc3)C2)cc1 (configuration not stated)	0.9	1.5	56.3*	1.5	-4.7	-16.6	15.3
COc1ccccc1CN(C)C(=O)C(NC(=O)Cc1cccc2ccccc12)C(C)C (configuration not stated)	-2.6	-3.8	-0.6	-2.2	-5.4	7.7	-8.0
CN(Cc1ccco1)C(=O)Cn1nc(-c2ccc(Cl)cc2)ccc1=O	2.1	1.8	.	-0.3	-7.6	5.7	.
COC(=O)c1cc2c(s1)-c1cc(F)ccc1OC2	-3.1	2.7	.	-3.3	-5.9	.	.
CCOC(=O)[C@]12CCC=C1N(Cc1ccccc1)C(=O)[C@H](CC(=O)NCCc1ccccc1OC)C2	.	-6.4	.	-0.4	1.8	6.9	.
N#Cc1c(NC(=O)CCC(=O)O)sc2c1CCCCC2	1.1	-1.8	.	17.4	3.6	10.2	.
O=C(Nc1ccccc1F)N1CCCCN2[C@H](C1)[C@H](c1ccc(C3=CCCC3)cc1)[C@@H]2CO	.	.	0.5	.	.	-0.4	-6.2
COc1ccc(NC(=S)NCc2ccccc2)c(OC)c1	-2.7	4.1	-2.6	-1.3	0.8	3.3	7.7
CN(CC(=O)Nc1ccccc1Cl)C(=O)COC(=O)c1ccc(-c2ccc(O)cc2)cc1	12.0	-2.1	2.1	1.9	-6.1	22.7	4.2
S=c1[nH]c(-c2ccc(Cl)cc2)cs1	-1.0	11.0	.	1.1	-2.1	-0.1	.
CCOC(=O)c1sc(NC(=O)CN2CCN(c3ccccc3)CC2)nc1C	-10.0	-9.4	8.8	-0.7	-4.3	-2.3	12.5
Cc1ccc(OCC(=O)Nc2c[nH]c(=O)[nH]c2=O)cc1C	-4.0	2.8	.	-1.1	-2.6	4.7	.
CCNC(=O)C[C@@H]1CC[C@@H]2[C@H](COc3ccc(NC(=O)Nc4ccc(Cl)cc4)cc3C(=O)N2C)O1	-22.1	13.7	2.1	-1.6	3.3	0.6	-11.6
COCCNS(=O)(=O)c1cccn1-c1ncc(C(F)(F)F)cc1Cl	-1.6	.	0.5	.	.	.	-4.4
NC(=O)Cn1cc(C(=O)C(=O)N2CCOCC2)c2ccccc21	-0.4	-6.9	-5.9	45.2*	1.1	-5.0	-3.2
Carrying on:
SMILES	FN deposit inh	S100A4 inh HTS	esBAF inh	Casp6 inh	SIRT5 inh	LGR2 antag	C2C12 statin
CCOc1ccc(-c2n[nH]c(=S)c3ccccc23)cc1	-5.8	0.4	-9.3	-34.8	-1.2	2.5	9.5
CC(C)CCNC(=O)C(Cc1ccccc1)NS(=O)(=O)c1ccc2c(c1)c(=O)n(C)c(=O)n2C (configuration not stated)	-1.9	-2.8	10.6	-1.6	3.9	-8.9	0.9
O=C(C[C@H]1C/C=C\CCC(=O)OC[C@H]2CCCN2C1=O)NCCO	0.3	-0.1	-2.2	1.3	.	4.0	12.6
CCOc1ccc(NC(=O)CN(C)S(=O)(=O)c2ccc3c(c2)CCC(=O)N3)cc1	-5.6	-1.6	-6.2	0.3	-1.8	4.1	20.3
COCCNC(=O)CCCn1c(=O)c2cc(OC)c(OC)cc2n(CC(=O)c2ccc(Cl)cc2)c1=O	-4.6	-6.3	.	-2.1	-1.1	-1.3	.
O=C1[C@@H]2Cc3c([nH]c4ccccc34)C(c3ccccc3)N2C(=O)CN1CCO (some centres not stated)	-1.5	-3.8	4.1	0.7	-3.7	6.6	7.7
CCOC(=O)N1CCN(C(=O)CCCCCn2c(=S)[nH]c3cc4c(cc3c2=O)OCO4)CC1	-2.3	2.8	-1.6	-0.6	0.3	-1.8	-0.9
COc1cc2cc(CCOC(=O)N3CCCCC3)oc(=O)c2cc1OC	-1.4	-2.7	0.1	3.7	.	-14.5	-2.0
C=CCN=C(NC#N)SCc1ccccc1	.	.	-2.3	.	.	-8.6	40.4
COc1ccc2nc(NCCCNC(=O)c3cc(OC)c(OC)c(OC)c3)c(C#N)cc2c1	2.7	.	2.0	.	.	.	1.4

Compounds listed so far with a thiophene ring, fused or not, in the order listed:
SMILES	FN deposit inh	S100A4 inh HTS	esBAF inh	Casp6 inh	SIRT5 inh	LGR2 antag	C2C12 statin
COC(=O)c1cc2c(s1)-c1cc(F)ccc1OC2	-3.1	2.7	.	-3.3	-5.9	.	.
N#Cc1c(NC(=O)CCC(=O)O)sc2c1CCCCC2	1.1	-1.8	.	17.4	3.6	10.2	.

Record cards, as listed above. Order of screens: FN deposit inh | S100A4 inh HTS | esBAF inh | Casp6 inh | SIRT5 inh | LGR2 antag | C2C12 statin
Profile of O=C(c1cccc(F)c1)N1CC[C@@H]2[C@H](CO)Nc3ccc(C#Cc4cccc(F)c4)cc3[C@@H]21 : 2.4 | -10.8 | 5.2 | -0.6 | 3.1 | -9.8 | -47.8
Profile of O=C(CSc1n[nH]c(-c2ccncc2)n1)Nc1ccc(Cl)c(Cl)c1 : -1.2 | 8.0 | -0.6 | 1.6 | 3.3 | 3.5 | -13.3
Profile of CC(=O)Nc1cccc(-c2csc(C(C)(O)c3cccc(F)c3)n2)c1 (configuration not stated) : 2.7 | -2.9 | -3.0 | -0.7 | -1.1 | -12.5 | 6.6
Profile of NC(=O)Cn1cc(C(=O)C(=O)N2CCOCC2)c2ccccc21 : -0.4 | -6.9 | -5.9 | 45.2* | 1.1 | -5.0 | -3.2
Profile of CC=Cc1ccc2n(c1=O)C[C@@H]1[C@@H](CO)[C@H](C(=O)NCC)[C@H]2N1C(=O)c1ccc(F)cc1 (mixture of isomers) : . | -6.1 | -3.0 | -1.6 | -14.1 | -7.4 | -12.4
